KDM4E inh: JMJD2E (human) inhibition; B2RXH2; JMJD2E catalytic domain, FDH-coupled NADH fluorescence (FDH is formaldehyde dehydrogenase); Potency, µM (series often up to 57.1 µM), inactives show at the highest dose activity change, negative = inhibition, usual class: inhibitors; hit rate 1.6% among 230,000; AID 2147; active = well fitted inhibition curve with a large enough effect, not every such curve was filed as active; inconclusive = small, poorly fitted or top-dose-only effect, or another doubt; inactive = no such curve, though single readings can be large or run the other way;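 also: 0% = wells with enzyme and -100% = buffer wells without enzyme; nearly all actives have a fitted effect of over 50% in size; many of its hits are not listed in these tables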
SMN2 splice up: SMN2 splice variant enhancement; HEK293 SMN2-luciferase splicing reporter, luminescence, 30-36 h; AID 1458; Potency, µM (titrated, usually from 46.1 µM), inactives show at the highest dose activity change, positive = activation, actives largely listed as activators; hit rate 2.8% among 210,000; also: % of control where 0% means no effect; nearly all actives have a fitted effect of over 55% in size
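qHTS luciferase splicing reporter: luminescence rises when SMN2 exon 7 is included in transfected HEK293 cells. Compound exposure lasted 30-36 h at 37C, with 4.5 mM final sodium butyrate as control, followed by a ONE-Glo read.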
Tau fibril ThT: blocks human tau fibril formation measured by thioflavin T | P10636 | recombinant tau K18 P301L, heparin-induced fibrillization, ThT fluorescence | Potency, µM (series often up to 57.4 µM), inactives show top-dose activity, negative = inhibition, most hits filed as inhibitors | hit rate 2.1% among 270,000 | AID 1460; also: % is scaled to controls: 0 for no effect and ±100 for the full control effect; nearly all actives have a fitted effect of over 55% in size
Target sequence (P10636 561-689 P618L limits assumed): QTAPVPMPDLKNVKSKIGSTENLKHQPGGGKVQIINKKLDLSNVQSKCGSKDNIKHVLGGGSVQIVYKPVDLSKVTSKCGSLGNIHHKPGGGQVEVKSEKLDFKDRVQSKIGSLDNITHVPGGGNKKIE
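Fibril formation assay: tau K18 P301L at 15 uM with trace Alexa 594 label, heparin inducer 20 uM, pH 7 sodium acetate buffer, 37 C for 6 hr; endpoint ThT signal.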
Lamin A splicing: LMNA splicing modulation. hit rate 0.01% among 200,000. Potency, µM (doses to about 46.1 µM), without a hit: top-dose ratio change, negative = inhibition, usual class: inhibitors. AID 1487. HeLa LMNA splicing GFP/RFP minigene ratio, 48 h; active = well fitted inhibition curve with a large enough effect in the signal ratio, with a control signal flat, not every such curve was filed as active; inconclusive = small, poorly fitted or top-dose-only effect, or effect the other way, or a change in a side signal; the % refers to the signal ratio; also: % is scaled to controls: 0 for no effect and ±100 for the full control effect
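S3 HeLa cells stably expressing lamin A-EGFP splicing minigene plus DsRed2, 600 cells/well, 48 h compound exposure at 37C. Laser-scanning cytometry; analysed as GFP (500-530 nm)/RFP (575-640 nm) total intensity ratio; 0.5% DMSO vehicle.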
KinaseGlo FLuc: blocks Kinase-Glo luciferase, a counter-screen artifact; Q27757; Potency, µM (series often up to 38.3 µM), without a hit: at the highest dose activity change, negative = inhibition, usual class: inhibitors; hit rate 0.28% among 200,000; Kinase-Glo luciferase, ATP luminescence, 8 min; AID 1379; also: % is scaled to controls: 0 for no effect and ±100 for the full control effect; nearly all actives have a fitted effect of over 60% in size
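Inhibition of Kinase-Glo luciferase light generation was assessed at 10 uM ATP in pH 7.2 imidazole buffer, with luminescence measured after eight minutes at ambient temperature.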
ALDH1A1 inh: blocks purified human ALDH1A1 activity; Purified ALDH1A1, NADH fluorescence, propionaldehyde substrate; Potency, µM (doses to about 75.3 µM), for the others: at the highest dose activity, negative = inhibition, usual class: inhibitors; hit rate 7.3% among 220,000; AID 1030; P00352; active = well fitted inhibition curve with a large enough effect, not every such curve was filed as active; inconclusive = small, poorly fitted or top-dose-only effect, or another doubt; inactive = no such curve, though single readings can be large or run the other way;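 also: plate controls were no enzyme wells and a reference inhibitor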
RECQ1 helicase: blocks DNA unwinding by human RECQ1; P46063; RECQ1 DNA unwinding, red fluorescence kinetic read; Potency, µM (doses to about 57.3 µM), for inactives: top-dose activity, negative = inhibition, hits mostly inhibitors; hit rate 0.54% among 240,000; AID 2549;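 also: plate controls were vehicle for no effect and no enzyme for full effect; nearly all actives have a fitted effect of over 30% in size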
Target sequence (P46063 whole entry, looked up): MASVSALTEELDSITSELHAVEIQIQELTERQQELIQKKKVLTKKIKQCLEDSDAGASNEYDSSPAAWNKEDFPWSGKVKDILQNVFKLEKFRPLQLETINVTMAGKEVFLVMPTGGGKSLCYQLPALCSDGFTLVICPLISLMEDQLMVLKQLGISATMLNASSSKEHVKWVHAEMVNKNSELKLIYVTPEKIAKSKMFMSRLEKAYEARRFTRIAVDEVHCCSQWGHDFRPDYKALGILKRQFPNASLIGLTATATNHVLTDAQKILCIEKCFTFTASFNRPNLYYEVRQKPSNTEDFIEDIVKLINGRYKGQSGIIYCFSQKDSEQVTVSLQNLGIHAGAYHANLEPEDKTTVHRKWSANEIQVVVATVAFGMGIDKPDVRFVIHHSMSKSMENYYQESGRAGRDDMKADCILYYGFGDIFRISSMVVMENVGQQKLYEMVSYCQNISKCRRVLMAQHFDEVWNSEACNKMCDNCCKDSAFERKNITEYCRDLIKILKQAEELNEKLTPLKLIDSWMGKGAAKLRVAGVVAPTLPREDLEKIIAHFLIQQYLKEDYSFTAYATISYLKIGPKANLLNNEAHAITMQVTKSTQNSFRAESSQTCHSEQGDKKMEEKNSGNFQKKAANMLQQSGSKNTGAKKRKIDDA
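RECQ1T1 50 nM; forked duplex (20 bp + 30-nt ss tails) 200 nM, ATP 2 mM final; pH 8.0, 2 mM MgCl2, 2.5 ug/ml poly(dI-dC); 15 min compound preincubation; discontinuous kinetic read over 2 h at RT.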
L3MBTL1 inh: inhibitors of human L3MBTL1. Potency, µM (titrated, usually from 57.1 µM), for the others: at the top dose activity, negative = inhibition, hits mostly inhibitors. hit rate 0.66% among 230,000. AlphaScreen L3MBTL1–H3K9me1 peptide binding. AID 485360; also: % is scaled to controls: 0 for no effect and ±100 for the full control effect; nearly all actives have a fitted effect of over 60% in size
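Displacement of a biotinylated histone H3(1-15) peptide monomethylated at Lys9 (75 nM) from L3MBTL1 (50 nM) was measured by AlphaScreen after a 30 min room-temperature compound incubation; cefsulodin titration served as intraplate control.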
Starred values were filed as active, the others as inactive; i = inactive; u = inconclusive; x = no result given; [ ] = dose if it differs, or a comment. Unless noted, calls follow the shape of the dose curve; as a rule, active = well fitted curve in the direction sought with a large enough effect; inconclusive = small, poorly fitted or top-dose-only effect, or another doubt; inactive = no such curve, though single readings can be large; an effect the other way counts as inactive or inconclusive. Potency is read from the fitted curve at half-maximal effect. The list is partial; the hit share may differ from the screen's.

SMILES	KDM4E inh	SMN2 splice up	Tau fibril ThT	Lamin A splicing	KinaseGlo FLuc	ALDH1A1 inh	RECQ1 helicase	L3MBTL1 inh
CC(=O)c1c(N2CCCCC2)nc(=S)n(Cc2ccccc2)c1C	6%	-28%	-3%	2%	-4%	u	5%	-7%
Cn1c(=O)[nH]c(=O)c2c1nc(CN1CCOCC1)n2Cc1ccc(F)cc1	-5%	9%	7%	-4%	0%	4%	-6%	2%
OCCC1CN(Cc2cnc(N3CCCC3)s2)CCN1Cc1ccccc1 (stereo not given)	-5%	x	-7%	x	x	u	i	-4%
COc1cc2c(cc1OC)CN(C(=O)c1cc(S(=O)(=O)N3CCOCC3)ccc1Cl)CC2	u	-15%	-11%	u	-3%	12%	-3%	5%
COc1ccc(NC(=S)N2CCN(C(=O)c3ccccc3)CC2)cc1	6%	3%	-2%	-13%[46 µM]	4%	u	i	2%
Cc1ccc(C)c(NC(=O)CN(C)S(=O)(=O)c2cccc3cccnc23)c1	0%	17%	-6%	x	x	x	-7%	x
CCOC(=O)c1ccccc1-c1csc(N)n1	11%	1%	0%	8%[46 µM]	-1%	0%	i	4%
CCCCN(CCCC)Cc1ccc(C(=O)NN)o1	67%[activator]	-17%	u	u	1%	u	i	x
CN(C)/C(CN1CCOCC1)=C1\N=C(c2ccccc2)OC1=O	1%	-13%	-1%	13%	-6%	3%	13%	-9%
COc1ccccc1OCCn1cc(/C=C(\C#N)C(=O)NCc2ccco2)c2ccccc21	-3%	-12%	3%	-7%	-2%	u	9%	0%
O=C(NCCNc1nccc(C(F)(F)F)n1)c1cccc(C(F)(F)F)c1	-5%	x	-6%	x	x	x	-12%	17%
COc1ccc(OC)c(C(=O)c2coc3ccc(OC)cc23)c1	1%	12%	-11%	u	-1%	14µM*	-6%	4%
CCOC(=O)c1cc(-c2ccc3c(c2)OCCO3)n[nH]1	5%	x	u	u	-4%	-5%	-6%	3%
O=C(CNc1cccc2ccccc12)N/N=C/c1ccc([N+](=O)[O-])o1	-2%	-57%	4%	u	7%	-4%	3%	-15%
CCCN1C2CCCC1CC(NC(=O)NC1CCCCC1)C2 (stereo not given)	9%	x	-3%	-12%	x	0%	-5%	5%
O=C(COc1ccccc1)Nc1ccc(-c2nnc(-c3ccco3)o2)cc1	u	13µM*	u	7%	2%	u	-9%	3%
CCOC(=O)c1c(C)n(C)c2ccc(O)c(S(=O)(=O)c3ccccc3)c12	u	8%	-2%	-10%	1%	-4%	-12%	2%
NNC(=O)c1ccc(Cn2cccn2)o1	7%	x	-11%	x	x	x	0%	6%
Cc1ccc(C(=O)NCc2ccco2)cc1Br	13%	-16%	-9%	0%	-4%	u	i	x
CCC(=O)N1CCc2cc(S(=O)(=O)NC(CC(C)C)C(=O)N3CCc4ccccc43)ccc21 (stereo not given)	0%	-22%	-4%	13%	1%	7%	-18%	2%[11.4 µM]
CC1=CC2=NC(=O)CC(C)(C(=O)N(CC(=O)NC(C)(C)C)Cc3cccs3)N2C=C1 (stereo not given)	u	-10%	-5%	5%	-2%	u	-3%	7%
Cc1ccc(C2CCN(C(=S)NC(C)(C)C)C2)cc1 (stereo not given)	9%	x	-9%	x	x	-6%	i	x
O=C(CCC(=O)N/N=C/c1ccco1)N/N=C/c1ccco1	-4%	x	-1%	1%[46 µM]	x	-5%	i	0%
O=C1CCN(S(=O)(=O)c2ccccc2)N1	-9%	-3%	u	1%	1%	3%	-13%	2%
c1ccc(-c2nc(CSc3nnnn3-c3ccccc3)cs2)cc1	-24%	-31%[inhibitor]	-15%	u	-4%	14µM*	-7%	29%
Cc1cc(C(C)(C)C)oc1C(=O)N(CC(=O)NC1CCCC1)Cc1ccc(F)cc1	6%	-10%	-6%	-8%	2%	12%	-2%	-5%
Clc1ccc(-n2c(SC/C=C/c3ccccc3)nnc2-c2cccnc2)cc1	7%	-1%	u	-12%	-4%	u	-14%	x
Cc1ccc(-c2c(C)sc(NC(=O)C3C4CCC(O4)C3C(=O)O)c2C(=O)OC(C)C)cc1 (stereo not given)	-28%	-15%	-7%	-8%	-2%	-1%	-4%	4%
Cc1ccc(NNC(=O)C2CCC2)cc1C	-2%	x	-7%	x	x	x	-6%	6%
CC(C)(CN1CCN(Cc2ccccc2)CC1)NS(=O)(=O)c1ccc(Cl)cc1	-4%	x	-5%	x	x	x	-3%	-13%
CCN(CC)C(=O)Oc1ccc(Br)c2ccccc12	0%	-13%	-2%	u	-9%	-1%	i	35%[activator]
N#Cc1ccc(C(=O)Nc2cc(S(=O)(=O)Nc3ccc(Cl)cc3)ccc2N2CCCCC2)cc1	x	1%[1.84 µM]	-14%	u	-1%	u	7%	2%
NC(N)=NS(=O)(=O)c1ccc(NC(=S)NC(=O)c2ccc(Br)cc2)cc1	1%	-13%	1%	x	5%	10µM*	-3%	-20%
CC1(O)C(=O)C=C2C=C(C3CC3)OC=C2C1=O (stereo not given)	0%	-3%	1%	x	-1%	-4%	-2%	x
CCOc1ccc(CO/N=C/c2c(C)[nH]c(=O)[nH]c2=O)cc1	2%	-11%	-2%	x	-3%	-8%	u	x
COc1ccc(CSCC(=O)NN=C2CCN(C)CC2)cc1	8%	0%	-3%	0%[46 µM]	1%	u	-9%	-17%
COc1ccccc1NC(=O)C1CCCN(S(=O)(=O)c2cccc3nsnc23)C1 (stereo not given)	3%	-32%[inhibitor]	-21%	-7%	18%	-4%	-3%	x
CN(CC(CC(=O)Nc1nncs1)c1ccccc1)S(=O)(=O)c1ccccc1 (stereo not given)	-9%	-5%	-10%	-8%	4%	8.9µM*	-2%	x
CN(C)c1ncc2nc(-c3cccs3)c(=O)n(C3CC3)c2n1	x	0%	x	x	-1%	u	-2%	x
CCOc1ccc(N=CC2=C(O)CC(C)(C)CC2=O)cc1	-2%	-10%	-8%	-9%	13%	14µM*	-14%	4%
CCn1c(SCC(=O)N/N=C/C(C)=C/c2ccco2)nnc1-c1ccccc1	2%	-11%	u	0%	1%	20µM*	-28%	-10%
CC(=O)/C(C(=N)N1CCN(C(c2ccccc2)c2ccccc2)CC1)=C(\C)O	3%	-1%	-1%	14%	2%	-15%	-19%	3%
CC(=O)/C(=C/c1ccccc1)C(=O)Nc1ccccc1C	8%	-31%[inhibitor]	u	x	3%	10%	i	2%
FC(F)(F)c1ccc(C2Nc3cccc4cccc(c34)N2)cc1	-15%	-7%	u	-2%[46 µM]	1%	u	-5%	-30%
COc1ccc2[nH]cc(S(=O)(=O)c3ccc(C)cc3)c2c1	-12%	x	2%	x	x	7%	-6%	x
COC(=O)c1ccccc1NC(=S)N1CCN(c2ccccn2)CC1	-20%	-8%	-1%	x	-1%	8%	i	x
CCOC(=O)c1ccc(NCc2ccc(N(C)C)cc2)cc1	-18%	4%	u	-6%	-2%	u	-7%	u
CC1CCN(C(=O)CSc2nc3ccccc3[nH]2)CC1	-2%	16µM*	-6%	-5%	0%	u	-12%	3%
Cc1cc(C)nc(NC(=O)CSc2ncccn2)n1	5%	x	-7%	-3%[46 µM]	-1%	13%	-9%	5%
O=C(NCc1ccco1)c1ccc(Cl)c(S(=O)(=O)N2CCc3ccccc32)c1	0%	-52%[inhibitor]	1%	u	-2%	-7%	-17%	-5%

Next results:
SMILES	KDM4E inh	SMN2 splice up	Tau fibril ThT	Lamin A splicing	KinaseGlo FLuc	ALDH1A1 inh	RECQ1 helicase	L3MBTL1 inh
O=C(CSc1nc2ccccc2o1)Nc1cc(C(F)(F)F)ccc1N1CCOCC1	-2%	-1%	-8%	u	-2%	-1%	-12%	x
Cc1nn(Cc2ccc([N+](=O)[O-])cc2)c(=O)n1-c1ccccc1	-1%	6%	-14%	11%	4%	-3%	-2%	-12%
COc1ccc(C(=O)Nc2ccc3c(c2)OCO3)cc1OC	-4%	u	-17%	-2%	13µM*	5%	-12%	0%
C/C(=N\OCc1cccc(C(=O)O)c1)c1ccc(Cl)cc1	6%	x	-15%	x	x	x	0%	-8%
COCCNC(=O)CCCCCNS(=O)(=O)c1ccc(C)cc1	4%	-13%	-10%	-2%	9%	u	i	10%
COc1ccc(S(=O)(=O)N(CCc2ccccc2)CC(=O)O)cc1	1%	1%	-4%	2%	21%	u	-16%	x
Cc1ccc(NC(=O)c2cc(S(=O)(=O)N3CCOCC3)c(Br)s2)cc1	7%	-67%[inhibitor]	8%	u	0%	u	-4%	-1%
CC(N=C(NS(=O)(=O)c1ccc(Cl)cc1)c1ccccc1)C(=O)O (stereo not given)	-1%	5%	-6%	-2%	-3%	9%	2%	x
CC(C)=CC(=O)OCC(=O)Nc1nc(C)c(Cl)cc1Cl	11%	8%	11%	8%	1%	5%	i	-1%
COc1ccc(C(C(=O)NC(C)(C)C)N(Cc2ccccc2)C(=O)CCC(=O)Nc2cc(C)on2)cc1 (stereo not given)	8%	-8%	-15%	0%[46 µM]	-1%	-12%	-16%	0%
CC(=O)n1cc([C@H]2C=C(C(=O)N3CCN(Cc4ccccc4)CC3)O[C@@H](OCCCCO)C2)c2ccccc21	u	x	-13%	x	x	28µM*	-16%	-1%
COCCN1C(=O)C(=O)/C(=C(/O)c2cccc(S(=O)(=O)N(C)C)c2)C12C(=O)N(C)c1ccccc12 (stereo not given)	-5%	9%	-1%	2%	5%	-4%	i	2%
CCCN(CCC)CCCNC(=O)c1nn(-c2cccc(OC)c2)c(=O)c2ccccc12	5%	x	-4%	9%[46 µM]	2%	10%	-4%	x
Fc1ccc(NC(=S)N2CCCN(c3ccc(C(F)(F)F)cn3)CC2)c(F)c1	4%	x	-6%	-13%[46 µM]	x	-4%	-17%	-2%

Reformatted: results already given
canonical_smiles | KDM4E inh | SMN2 splice up | Tau fibril ThT | Lamin A splicing | KinaseGlo FLuc | ALDH1A1 inh | RECQ1 helicase | L3MBTL1 inh
CCCN(CCC)CCCNC(=O)c1nn(-c2cccc(OC)c2)c(=O)c2ccccc12 | 5% | x | -4% | 9%[46 µM] | 2% | 10% | -4% | x
Fc1ccc(NC(=S)N2CCCN(c3ccc(C(F)(F)F)cn3)CC2)c(F)c1 | 4% | x | -6% | -13%[46 µM] | x | -4% | -17% | -2%
